Assay outcomes as filed in PubChem.
VEEV TC-83 Vero: inhibitors of VEEV TC-83 cytopathic effect, confirmation, Vero cells (AID 588727). Vero cells, VEEV TC-83 cytopathic effect inhibition; higher % means a stronger effect. inhibition, % at 20 µM; hits with a dose series show IC50 in µM. actives 0.13% (n = 350,000); in the data active means a potency from the dose series; inconclusive means inhibition mostly from about 14% at the one dose, without a potency; inactive means the rest, 99 in 100 with inhibition below about 12%; further: strong numbers were not always called active
H1N1 NS1A inhibition: H1N1 influenza NS1A inhibitors, functional cell based assay (AID 504329); actives 0.3% (n = 340,000); NS1A functional cell-based assay, percent inhibition; higher % means a stronger effect; inhibition, % at 12.5 µM, or IC50 in µM where a hit was titrated; in the data active means a potency from the dose series; inconclusive means inhibition above about 27% without an active follow-up result; further: strong numbers were not always called active
tuberculosis growth: growth inhibition of non-replicating M. tuberculosis (AID 488890). inhibition, % at 25 µM, or IC50 in µM where a hit was titrated. actives 0.39% (n = 320,000). Mycobacterium tuberculosis non-replicating, growth inhibition; higher % means a stronger effect; in the data active means a potency from the dose series; inconclusive means inhibition mostly from about 82% at the one dose, without a potency; inactive means the rest, 99 in 100 with inhibition below about 76%;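 further: plate controls were DMSO cells for no effect and high antibiotic wells for full effect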
H37Rv inhibition: M. tuberculosis growth inhibition, HTS (AID 449762) | inhibition, % at 25 µM, or IC50 in µM where a hit was titrated | actives 0.59% (n = 330,000) | M. tuberculosis H37Rv growth inhibition, 7H9 media; higher % means a stronger effect; in the data active means a potency from the dose series; inconclusive means inhibition above about 70% without an active follow-up result;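 further: bacterial growth assessed after seven days of incubation; strong numbers were not always called active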
PhoP GFP inhibition: PhoP regulon inhibitors, Salmonella typhi PhoP promoter GFP reporter, confirmatory (AID 1850); Salmonella Typhi PhoP-promoter GFP reporter, fluorescence, 4 h; higher % means a stronger effect; inhibition, % at 50 µM, or IC50 in µM where a hit was titrated; actives 0.33% (n = 310,000); in the data active means a potency from the dose series; inconclusive means inhibition mostly from about 25% at the one dose, without a potency; inactive means the rest, 99 in 100 with inhibition below about 19%;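 further: 0% = induced wells with vehicle and 100% = uninduced wells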
VEEV TC-83 Vero 10K pilot screen: recorded beside VEEV TC-83 Vero, whose call it bears; inhibition, %; measured here: 10K pilot screen inhibition
The depositor's hits bear a star; i = inactive; ? = inconclusive; · = not tested or not shown; & = joins results of further samples.

SMILES | VEEV TC-83 Vero | H1N1 NS1A inhibition | tuberculosis growth | H37Rv inhibition | PhoP GFP inhibition | others
COc1cc(/C=C2/C(=O)c3cccc([N+](=O)[O-])c3C2=O)c(Br)cc1O | 32% | 21µM* | 21% | 2% | -4%
COc1ccc(OCC(=O)Nc2cccc(NC(=O)c3ccco3)c2)cc1 | 0.1% | 4% | ? | 9% | 3%
CC1(C)OC(=O)C(=CNc2cccc(O)c2)C(=O)O1 | 0.8% | -7% | -11% | -1% | -7%
O=C(Nc1ccncc1)c1cccc(S(=O)(=O)N2CCCC2)c1 | 0.4% | -5% | -8% | -3% | 0%
Cc1ccc(S(=O)(=O)Nc2ccc3nc(C)oc3c2)cc1 | 1.9% | 0% | · | · | ·
CCOC(=O)C1(CCOc2ccccc2)CCN(Cc2ccc3nonc3c2)CC1 | i | -15% | 31% | 3% | -5%
CC(C)(C)c1ccc(OCCC(=O)NNC(=O)c2ccccc2)cc1 | 3.0% | -2% | 3% | -11% | 4%
Cc1ccc(C(c2nnnn2C2CCCCC2)N2CCc3ccccc32)cc1 (stereo unspecified) | 1.6% | -7% | 4% | 13% | -7%
Cc1nn(-c2ccccc2)c(N2CCCC2)c1/C=N/NC(=O)c1cccc(S(=O)(=O)Nc2ccc(Cl)cc2)c1 | 1.2% | 7% | 8% | 15% | 3% | VEEV TC-83 Vero 10K pilot screen=0.2
COc1ccc(OC)c(-c2csc(NC(=O)C3=NN(c4ccccc4)C(=O)CC3)n2)c1 | 9.3% | -3% | 21% | 5% | 12%
COc1ccc(C#Cc2c(-c3ccccc3)n(C)c3ccccc23)cc1 | 0.6% | -1% | 73% | 7% | ·
CCOC(=O)[C@@H]1[C@H]2COc3cc(OC)ccc3[C@@H]2N2C(=O)N(c3ccccc3)C(=O)[C@]12C | i | 5% | 2% | 7% | ·
COc1cc(/C=C/c2ccc3cccc([N+](=O)[O-])c3n2)ccc1OCC#N | 1.1% | 8% | 5% | 4% | -4%
CN(CC(=O)N1CCCC1)S(=O)(=O)c1cc(Cl)ccc1Cl | 0.7% | -11% | 3% | -6% | -9%
CCOc1ccc(C2=CC(=O)C[C@H](c3ccc(OC)cc3)C2)cc1 | i | 4% | 72% | -9% | · | VEEV TC-83 Vero 10K pilot screen=2.1
O=C(O)CC12CC3CC(C1)CC(n1ncc(NCc4ccco4)c(Cl)c1=O)(C3)C2 | i | -3% | -9% | -9% | 11%
S=C(NCCc1ccccc1)Nc1ccc(N2CCCCC2)cc1 | i | 9% | ? | 3% | 3%
CCOC(=O)N1CCN(C(=O)c2c(-c3ccccc3Cl)noc2C)CC1 | i | 4% | -5% | 2% | -2%
COc1ccc(-c2noc(N3CCC(C(=O)N(C)c4ccccc4C)CC3)n2)cc1 | 5.3% | 8% | 37% | 4% | -3% | VEEV TC-83 Vero 10K pilot screen=2.5
O=C(Cc1cc(=O)[nH][nH]1)N/N=C/C=C/c1ccccc1 | 2.0% | 16% | -25%&-1% | -1%&0% | 5%&-1%
CCOc1cc(C(=O)Nc2ccc(N3CCOCC3)cc2)cc(Br)c1OC | 0.9% | -4% | -2% | 3% | -1%
CCOc1ccc2oc(C(=O)OCC(=O)NC(=O)NC)c(C)c2c1 | 1.1% | -1% | 6% | 3% | 0%
CCc1ccc(C2CC(c3ccccc3)n3ncnc3N2)cc1 (stereo unspecified) | 0.5% | -5% | ? | -1% | 6%
COc1ccccc1OCC(=O)Nc1ccc(CSc2ccccc2)cc1C | 3.4% | 6% | -3% | -5% | 2%
CCN(Cc1ccccc1)S(=O)(=O)c1ccccc1Br | i | -11% | · | · | ·

Pulled by structure from the list above (4):
SMILES | VEEV TC-83 Vero | H1N1 NS1A inhibition | tuberculosis growth | H37Rv inhibition | PhoP GFP inhibition | others
COc1cc(/C=C2/C(=O)c3cccc([N+](=O)[O-])c3C2=O)c(Br)cc1O | 32% | 21µM* | 21% | 2% | -4%
CCOC(=O)N1CCN(C(=O)c2c(-c3ccccc3Cl)noc2C)CC1 | i | 4% | -5% | 2% | -2%
CCOC(=O)[C@@H]1[C@H]2COc3cc(OC)ccc3[C@@H]2N2C(=O)N(c3ccccc3)C(=O)[C@]12C | i | 5% | 2% | 7% | ·
Cc1nn(-c2ccccc2)c(N2CCCC2)c1/C=N/NC(=O)c1cccc(S(=O)(=O)Nc2ccc(Cl)cc2)c1 | 1.2% | 7% | 8% | 15% | 3% | VEEV TC-83 Vero 10K pilot screen=0.2

Additional structures
SMILES | VEEV TC-83 Vero | H1N1 NS1A inhibition | tuberculosis growth | H37Rv inhibition | PhoP GFP inhibition | others
CC(C)OC(=O)CSc1nnc(-c2ccccn2)n1C | 3.0% | -1% | 12% | 1% | -2%
COc1cc(OC)cc(C(=O)Nc2ccc3c(c2)CCCN3C(=O)c2cccs2)c1 | 13% | -2% | 17% | 7% | 9%
CCOc1cc(CNCc2ccccc2)ccc1OCC(=O)NC1CCCCC1 | 1.5% | -7% | 13% | -5% | -9%
O=C(NCC1CCCO1)c1ccccc1NS(=O)(=O)c1ccc(Br)s1 (stereo unspecified) | 1.5% | -10% | · | · | ·
Cc1cc2c(ccc3[nH]onc32)n1 | 3.9% | -2% | -2% | · | -10%
CCOc1ccc(NCc2cc3cc(OC)ccc3[nH]c2=O)cc1 | 1.2% | 8% | 79% | ? | 22%
CCOc1ccc(NC(=O)c2ccc(NC(=O)COC(=O)c3ccc(NC(=O)CC#N)cc3)cc2)cc1 | i | 11% | -12% | 3% | -1%
Fc1cccc2sc(Nc3nc4cc5c(cc4s3)OCCO5)nc12 | 9.0% | -5% | 71% | 45% | -9%
COc1ccccc1C1CC(c2ccc(Cl)cc2)Nc2ncnn21 (stereo unspecified) | 3.0% | -21% | 47% | 11µM* | 5%
COC(=O)c1cc(S(=O)(=O)N2CCC(c3cc(OC)ccc3OC)C2)c[nH]1 (stereo unspecified) | 1.6% | 4% | 14% | 3% | 7%
COc1cc(/C=C/C(=O)O)ccc1O | 0.7% | 1% | -8% | -5% | 11%
O=C1/C(=C/c2cccc(Cl)c2)SC(=S)N1CCC(=O)N1CCCCC1CCO (stereo unspecified) | 27% | 11% | 57% | 33% | -28%
CCN(CC)C(=S)Nc1ccc(C(=O)OC)cc1 | 1.1% | -10% | 5% | -5% | -3%
CC(=O)c1cnc(SCc2ccc(Cl)cc2)nc1C | 4.3% | 4% | 63% | -1% | -6%
O=C(NCC1COc2ccccc2O1)c1cccs1 (stereo unspecified) | 0.1% | 3% | 3% | 15% | -21%
COc1ccc2cc(C(=O)O)ccc2c1 | 1.9% | 1% | 1% | -6% | 0%
O=C(NCc1ccccn1)c1ccc(COc2ccc(Cl)cc2)o1 | i | -5% | 36% | -3% | 0%
c1ccc2oc(-c3[nH]ncc3CN(Cc3ccncc3)CC3CCCO3)cc2c1 (stereo unspecified) | 1.6% | -5% | 33% | -2% | -2%
CCC(C)C(=O)Nc1nnc(SCC(=O)NC(C)(C)C)s1 (stereo unspecified) | 2.1% | -4% | 9% | 12% | -23%
CCCCNc1c(-c2cccc(-c3ccc(OC)cc3)c2)nc2cc(C)ccn12 | 3.2% | -4% | ? | ? | ·
Cc1ccc(/C(CSc2nccn2-c2ncc(C(F)(F)F)cc2Cl)=N\O)cc1 | 2.2% | -1% | 10% | 2% | -19%
O=C(O)C1CCCCC1C(=O)NCc1ccccc1 (stereo unspecified) | i | -5% | -9% | -6% | -2%
N#CCCN1CCN(S(=O)(=O)c2ccc(S(=O)(=O)NCc3ccccc3)cc2)CC1 | 1.7% | 4% | 5% | -3% | -6%
CCC(OC(=O)c1nsc(Cl)c1Cl)C(=O)NCCc1ccccc1 (stereo unspecified) | i | -9% | 21% | 0% | -3%
C[C@H](CO)N1C[C@H](C)[C@@H](CN(C)S(=O)(=O)c2ccc(F)cc2)Oc2c(NC(=O)Nc3ccccc3)cccc2C1=O | 6.7% | -4% | 37% | 4% | ·

3 structures out of the list, ordered by SMILES length, rising:
SMILES | VEEV TC-83 Vero | H1N1 NS1A inhibition | tuberculosis growth | H37Rv inhibition | PhoP GFP inhibition | others
O=C(NCc1ccccn1)c1ccc(COc2ccc(Cl)cc2)o1 | i | -5% | 36% | -3% | 0%
CCC(OC(=O)c1nsc(Cl)c1Cl)C(=O)NCCc1ccccc1 (stereo unspecified) | i | -9% | 21% | 0% | -3%
O=C1/C(=C/c2cccc(Cl)c2)SC(=S)N1CCC(=O)N1CCCCC1CCO (stereo unspecified) | 27% | 11% | 57% | 33% | -28%

New compounds follow:
SMILES | VEEV TC-83 Vero | H1N1 NS1A inhibition | tuberculosis growth | H37Rv inhibition | PhoP GFP inhibition | others
C=CCn1c(N2CCN(c3ccc(OC)cc3)CC2)nc2c1c(=O)n(C)c(=O)n2C | 2.7% | 0% | 12% | 4% | 11%
S=c1nc(C2COc3ccccc3O2)[nH][nH]1 (stereo unspecified) | 1.1% | -9% | 8% | -5% | 9%
CCNc1nc2c(c(=O)[nH]c(=O)n2C)n1CC(C)C | 1.1% | 3% | · | -10% | 2%
CC1(C)N=C(N)NC(Nc2ccccc2)=N1 | 5.2% | 0% | -8% | -5% | 3%
O=C(c1cc2ncc(Br)cn2n1)N1CCOCC1 | 1.2% | 1% | 6% | 4% | -6%
Cc1ccc(S(=O)(=O)CCc2nnc(NC(=O)CCl)s2)cc1C | ? | -17% | 43% | 9% | -8%
CC1(C)CC(NC(=O)COc2ccc(Br)cc2Cl)CC(C)(C)N1 | 0.9% | -10% | 0% | -2% | -7%
c1ccc(CN(Cc2ccccc2)c2ncnc3c2nnn3Cc2ccccc2)cc1 | 3.5% | · | -10% | -4% | 0%
Cc1cc(C)n(-c2ccc(Cl)c(C(=O)Nc3cc(C(F)(F)F)ccc3Cl)n2)n1 | i | -2% | 7% | -9% | -2%
Cc1ccnc(N2CCC(C(=O)NCc3ccc4c(c3)OCO4)CC2)n1 | 0.4% | -1% | 3% | 1% | 6%
CC1CCCCN1c1nnc(NC(=O)c2cc(-c3ccc(Br)cc3)on2)s1 (stereo unspecified) | 3.8% | -1% | 66% | 6% | -1%
O=C(COc1ccccc1)N1CCN(S(=O)(=O)c2cccc([N+](=O)[O-])c2)CC1 | 0.1% | 3% | 6% | 13% | 3%
O=C(Nc1ccc(F)cc1)Nc1nnc(Cc2ccccc2)s1 | 1.5% | -4% | 10% | 1% | 8%
CN1CCN(CCC(=O)Nc2ccc(F)c(F)c2)CC1 | i | 1% | 36% | 7% | -18%
Cc1ccc(S(=O)(=O)n2[nH]c(=O)c(CCO)c2C)cc1 | 0.6% | · | -14% | -4% | 9%
O=C(NC(=S)Nc1nc2c(s1)CCCC2)c1ccc(C(=O)c2ccccc2)cc1 | i | 6% | 3% | 7% | 6%
CSc1ccc(/C=N\Nc2nncn2N)cc1 | 0.1% | -11% | ? | ? | -12%
COc1ccc(CC(=O)Nc2cccc(C(=O)O)c2C)cc1 | i | 2% | -6% | 7% | 7%
O=C(NCc1ccco1)c1nc(-c2ccccc2)n(-c2ccccc2)n1 | 5.2% | -3% | -8% | 5% | 4%
Cc1cc(C(=O)OCC(=O)c2c(N)n(C)c(=O)n(C)c2=O)c(C)n1-c1ccccc1 | 1.0% | -2% | -17% | 2% | 14%
COc1cccc(OC)c1C(=O)OCC(=O)NC(=O)NCc1ccccc1 | 2.7% | 2% | 22% | 1% | 2%
O=C(NC1CCCC1)C(c1ccccn1)N(C(=O)c1csnn1)C1CCCC1 (stereo unspecified) | i | 10% | 15% | -6% | -12%
Cc1ccc(S(=O)(=O)N(C)c2c(C)ccc(S(=O)(=O)NC(C)(C)C)c2C)cc1 | 4.8% | · | -3% | 2% | 4%
O=C(COC(=O)[C@@H]1CC(O)CN1S(=O)(=O)c1ccc2c(c1)OCCO2)NCc1ccc(F)cc1 (stereo partly specified) | 1.3% | -9% | -9% | -3% | 4%
FC(F)(F)c1cc(-c2cccs2)nc(NCc2ccco2)n1 | 7.0% | -3% | 31% | 5% | -2%
